Assay outcomes from PubChem BioAssay.
KOR beta-arrestin-1 – kappa opioid receptor blockers – cell-based, luminescence, uHTS (AID 1778) | 290,000 compounds, 0.091% hits | one-dose inhibition, % at 10 µM; IC50 in µM for titrated hits | KOR beta-arrestin recruitment, luminescence, antagonist mode; higher % means a stronger effect; further: strong numbers were not always called active
Dynein transport – blocks dynein driven cargo transport along microtubules; 220,000 compounds, 0.47% hits; z-score, hits read low; 3617.4 mouse cells, GR-EGFP nuclear translocation imaging; test concentration mostly 20 µM; stimulated with dexamethasone, 1 µM; active compounds read low;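 active means plate z-score of nuclear minus cytoplasmic receptor signal below a set negative limit, without overly bright fluorescence or cell loss, cut at about -3.5 in these data, passing the limit was not always enough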;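 further: z-score of nuclear minus cytoplasmic ring GR-EGFP intensity difference per well; some compounds called inactive have numbers as strong as hits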
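Schedule: 48 h induction, then 1 h compound, then 30 min agonist, 37 °C. Buffer or medium: tetracycline-free induction medium containing charcoal-stripped FBS. Reagent: 1.0 µM final dexamethasone stimulus. Evaluation: nuclear versus cytoplasmic GR-EGFP signal, averaged per well. Signal: high-content fluorescence imaging after fixation.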
P. falciparum M1AAP – P. falciparum M1AAP inhibitors, biochemical, fluorogenic H-Leu-NHMec substrate, 1536-well (AID 1445). recombinant M1AAP, H-Leu-NHMec fluorogenic kinetic assay; higher % means a stronger effect. inhibition, % at 30 µM; hits with a dose series show IC50 in µM. 220,000 compounds, 0.42% hits;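 active means primary inhibition above the hit cutoff, then over 50% inhibition at one or more dose response concentrations, cut at about 23% in these data, passing the limit was not always enough; inconclusive means conflicting primary data, or primary hits not chosen for dose response; inactive means low primary inhibition, or under 50% at every dose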;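 further: plate controls were DMSO full reaction for no effect and no enzyme background for full effect; strong numbers were not always called active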
HEK293 NOD2/NF-kB – NOD2 signaling inhibitors, cell-based, luminescence, uHTS, HEK293 (AID 1566) | HEK293 NOD2/NF-kB luciferase reporter, luminescence; higher % means a stronger effect | inhibition, % at 4 µM, or EC50 in µM where a hit was titrated | 290,000 compounds, 0.63% hits; further: many of its hits are not listed in these tables
P. falciparum M17LAP – P. falciparum M17LAP inhibitors, primary screen, biochemical, fluorogenic H-Leu-NHMec substrate, 1536-well (AID 1619); recombinant M17LAP, H-Leu-NHMec fluorogenic kinetic assay; higher % means a stronger effect; inhibition, % at 30 µM; hits with a dose series show IC50 in µM; 220,000 compounds, 0.38% hits;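 active means compound inhibiting the enzyme by more than half at any dose during confirmatory dose-response retesting; inconclusive means strong single-dose inhibitors picked by rank but not retested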;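 further: plate controls were full reaction with DMSO carrier for no effect and no enzyme background for full effect; strong numbers were not always called active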
GPR55 activation – GPR55 agonists via beta-arrestin recruitment, primary screen, imaging, U2OS cells, beta-arrestin-GFP redistribution (AID 1961) | activation, % at 10 µM, or EC50 in µM where a hit was titrated | U2OS GPR55 beta-arrestin-GFP redistribution imaging; higher % means a stronger effect | 290,000 compounds, 0.048% hits;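 active means activation above 40% with more than 50 cells counted in the well; inconclusive means wells holding fewer than 50 cells, flagged as toxic or sparse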;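 further: U2OS osteosarcoma cells stably expressing GPR55 and beta-arrestin-GFP; plate controls were DMSO negative control for no effect and LPI positive control for full effect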
NOD1 inhibition – inhibition of NOD1-driven NF-kB reporter – cell-based, luminescence, uHTS, primary screen (AID 1578). NOD1-driven NF-kB luciferase reporter cells, luminescence; higher % means a stronger effect. 290,000 compounds, 1% hits. one-dose inhibition, % at 4 µM; EC50 in µM for titrated hits; in the data active means inhibition mostly above about 36%, no sharp cut-off; inactive means mostly below about 34%;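 further: HEK-293T reporter cells stimulated with the NOD1 agonist gamma-tri-DAP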
KOR beta-arrestin-2 – kappa opioid receptor activators – cell-based, luminescence, uHTS, primary screen (AID 1777). KOR beta-arrestin recruitment, luminescence; higher % means a stronger effect. activation, % at 10 µM, or EC50 in µM where a hit was titrated. 280,000 compounds, 0.02% hits; in the data active means activation above about 50%, passing the limit was not always enough; further: a part of the inactive calls stands beside numbers as strong as those of hits
AID2073 – disruptors of CaV2.2 binding to Mint1 – biochemical, HTRF (AID 2073) | HTRF protein-protein interaction, Mint1-CaV2.2; higher % means a stronger effect | inhibition, % at 20 µM; hits with a dose series show IC50 in µM | 290,000 compounds, 0.19% hits; in the data active means inhibition mostly above about 51%, no sharp cut-off; inconclusive means no clear call, values can overlap the other calls; inactive means mostly below about 53%; further: some results filed as inactive read as strong as hits
Dynein transport cytoplasmic EGFP – second read-out of Dynein transport, no call of its own (marks repeat the call); z-score; measured here: cytoplasmic GR-EGFP intensity; active compounds read high
Dynein transport nuclear GR-EGFP – also measured in Dynein transport; calls as there; z-score; measured here: nuclear GR-EGFP intensity;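 lower value marks the stronger effect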
Dynein transport cell count – also measured in Dynein transport; calls as there; z-score; measured here: cell count per field
Starred values were filed as active, the others as inactive; ? = inconclusive; nt = not tested or not shown; [ ] = remark or other dose. Unless noted, no stated cut-off is given here; in the data, active means inhibition above about 50%; inactive means the rest. The list is partial; count on the stated rates, not on these rows.

Each structure is followed by: KOR beta-arrestin-1	Dynein transport	Dynein transport cytoplasmic EGFP	Dynein transport nuclear GR-EGFP	Dynein transport cell count	P. falciparum M1AAP	HEK293 NOD2/NF-kB	P. falciparum M17LAP	GPR55 activation	NOD1 inhibition	KOR beta-arrestin-2	AID2073
Cc1ccc(COC(=O)c2ccc3c(c2)C(=O)N(CCCN2CCOCC2)C3=O)cc1
 : 14%	-0.79	-0.34	-0.89	0.7	-8%	-11%	2%	1.2%	-50%	-0.3%	6%
O=C(Cc1ccccc1)N/N=C/c1cccn1-c1ccc([N+](=O)[O-])cc1
 : -9%	0.13	-0.21	0.14	0.026	5%	-8%	-2%	-0.3%	-5%	1.6%	-3%
O=[N+]([O-])c1ccc2nc(Cl)nc(-c3ccccc3)c2c1
 : 9µM*	nt	nt	nt	nt	nt	32%	nt	-0.2%	11%	-3.2%	-3%
COc1ccc(-c2cc(C(=O)NC3CCCC3)c3ccccc3n2)cc1
 : 13%	nt	nt	nt	nt	nt	1%	nt	0.0%	-8%	-1.1%	34%
O=C1NCCCC2c3cc(O)c4ccccc4c3OC12N1CCCCC1 (stereo not drawn)
 : -3%	-1.6	0.1	-0.48	0.11	7%	17%	6%	-0.2%	6%	-2.3%	-12%
C=CCNC(=S)N1CCN(CCN=Cc2c(C)[nH]n(-c3ccc([N+](=O)[O-])cc3)c2=O)CC1
 : -15%[20 µM]	0.077	0.33	-0.034	0.48	10%	6%	10%	0.2%	-29%	-5.9%	-5%
COc1cc(Nc2c3c(nc4ccccc24)CCC3)cc(OC)c1OC
 : -52%	nt	nt	nt	nt	nt	-36%	nt	0.0%	-16%	0.6%	2%
COc1ccc(NC(=O)Nc2ccc(C)cc2Br)c(OC)c1
 : -13%[20 µM]	0.36	-0.27	0.87	-0.6	1%	10%	4%	-0.1%	-28%	-2.0%	28%
O=C(COC(=O)c1ccc(CNS(=O)(=O)c2ccc(F)c(Cl)c2)cc1)NCC1CCCCC1
 : -74%	1.2	-0.25	0.73	-0.59	-3%	13%	3%	0.1%	-28%	24%	14%
Cn1c(=O)c2c(ncn2CCCc2ccccc2)n(C)c1=O
 : 12%	-0.64	-0.31	-0.18	0.42	-3%	9%	2%	-0.2%	4%	0.8%	21%
CCOc1ccc(NC(=O)Nc2nnc(CC(=O)NCc3ccccc3)s2)cc1
 : -9%[20 µM]	-0.56	-0.26	-0.11	-0.095	1%	-11%	-10%	-0.1%	-10%	-5.8%	28%
CCCc1cc(=O)[nH]c(SCC(=O)Nc2cccc3ccccc23)n1
 : 13%	nt	nt	nt	nt	nt	21%	nt	1.2%	-15%	-4.3%	-9%
CCN(CC)CCN1C(=O)c2oc3ccccc3c(=O)c2C1c1ccccc1 (stereo not drawn)
 : 38%	1.2	0.37	0.95	-0.41	6%	9%	13%	-0.1%	21%	-10%	-3%
CCCn1nnc(NC(=O)c2cccc(OCC(C)C)c2)n1
 : -12%	2.3	-0.098	1.7	-0.72	-2%	1%	2%	0.5%	-30%	-2.2%	-10%
CC1=C(C(=O)Nc2ccc(F)cc2)C(c2ccc(C)o2)C2=C(CC(C)(C)CC2=O)N1 (stereo not drawn)
 : 11%	0.84	-0.17	0.55	-1.5	9%	-14%	6%	0.7%	-28%	-0.3%	2%
COc1cccc(-c2nnc(SCC(=O)Nc3cc(C)on3)o2)c1
 : -7%	0.13	-0.26	0.015	0.53	2%	-9%	13%	-0.3%	4%	0.5%	-5%
CN(CC(=O)Nc1ccccc1Br)Cc1nc2ccccc2c(=O)[nH]1
 : 17%	-0.3	-0.22	0.03	0.82	3%	12%	17%	0.0%	-40%	-2.0%	8%
CN(C)/N=C/c1ccc(OC(=O)c2cccc([N+](=O)[O-])c2)cc1
 : -47%[20 µM]	-1.2	-0.3	-0.73	1.4	6%	21%	4%	-0.2%	-22%	nt	5%
CNc1nc(-c2ccc3c(c2)CCN3C(=O)c2ccccc2F)cs1
 : -2%[20 µM]	-0.36	-0.36	-0.063	0.84	5%	-178%	-5%	-0.1%	1%	nt	-3%
COc1ccccc1NS(=O)(=O)c1cccc(C(=O)N/N=C/c2ccc(C)o2)c1
 : -23%	-0.37	-0.3	0.057	0.23	12%	-5%	-4%	-0.6%	-26%	-1.2%	4%

Reprinted from the part before: 3 entries; new compounds follow.
Each structure is followed by: KOR beta-arrestin-1	Dynein transport	Dynein transport cytoplasmic EGFP	Dynein transport nuclear GR-EGFP	Dynein transport cell count	P. falciparum M1AAP	HEK293 NOD2/NF-kB	P. falciparum M17LAP	GPR55 activation	NOD1 inhibition	KOR beta-arrestin-2	AID2073
CN(C)/N=C/c1ccc(OC(=O)c2cccc([N+](=O)[O-])c2)cc1
 : -47%[20 µM]	-1.2	-0.3	-0.73	1.4	6%	21%	4%	-0.2%	-22%	nt	5%
CNc1nc(-c2ccc3c(c2)CCN3C(=O)c2ccccc2F)cs1
 : -2%[20 µM]	-0.36	-0.36	-0.063	0.84	5%	-178%	-5%	-0.1%	1%	nt	-3%
COc1ccccc1NS(=O)(=O)c1cccc(C(=O)N/N=C/c2ccc(C)o2)c1
 : -23%	-0.37	-0.3	0.057	0.23	12%	-5%	-4%	-0.6%	-26%	-1.2%	4%
CC(NC(=O)c1cc2sccc2n1C)c1ccc2c(c1)OCCO2 (stereo not drawn)
 : -20%	-0.76	-0.21	-0.16	0.78	5%	-14%	5%	-0.1%	15%	0.4%	30%
CN(Cc1ccc(C(F)(F)F)cc1)C(=O)c1ccc2ccccc2n1
 : -31%	nt	nt	nt	nt	nt	34%	nt	-0.2%	0%	-2.6%	-4%
Cc1occc1C(=O)NC(C)c1ccc2c(c1)OCO2 (stereo not drawn)
 : -26%	-0.63	-0.13	-0.39	0.29	1%	-1%	-5%	0.1%	-16%	-0.6%	9%
Cc1nc2ccc(Cl)cc2nc(C)/c1=N\O
 : -7%	-0.57	-0.21	-0.13	0.88	1%	-9%	-6%	0.2%	-36%	12%	41%
O=S(=O)(NCc1ccccc1Cl)c1cccs1
 : 37%	-0.51	-0.25	-0.15	0.51	5%	5%	1%	0.0%	-15%	-1.8%	?
O=C(NCCC1=CCCCC1)c1cc2ccccc2oc1=O
 : 11%	0.23	-0.26	0.42	-0.29	-3%	15%	-10%	0.3%	0%	-1.1%	6%
CCc1ccc2c(c1)C(O)(CC(=O)c1cccs1)C(=O)N2 (stereo not drawn)
 : 9%	-0.98	-0.15	-0.5	0.53	10%	13%	5%	-0.3%	-26%	1.5%	-6%
COC(=O)CN(c1ccc(C)cc1)S(=O)(=O)c1c(C)[nH]c(=O)[nH]c1=O
 : -9%	-0.46	-0.42	-0.23	0.19	-3%	3%	7%	-0.1%	-7%	-3.7%	8%
Cc1ccc(/C=C/C(=O)O)cc1S(=O)(=O)Nc1ccccc1C(=O)O
 : -7%	0.96	-0.25	0.93	-1.4	19%	18%	15%	-0.1%	-36%	3.9%	16%
COC(=O)c1ccc(S(=O)(=O)NCCSc2nnc3c4ccccc4n(C)c3n2)cc1
 : -9%	1.4	-0.2	0.82	0.12	20%	20%	4%	1.0%	13%	-4.0%	10%

Record cards, as listed above. Order of screens: KOR beta-arrestin-1, Dynein transport, Dynein transport cytoplasmic EGFP, Dynein transport nuclear GR-EGFP, Dynein transport cell count, P. falciparum M1AAP, HEK293 NOD2/NF-kB, P. falciparum M17LAP, GPR55 activation, NOD1 inhibition, KOR beta-arrestin-2, AID2073
Results for `CN(C)/N=C/c1ccc(OC(=O)c2cccc([N+](=O)[O-])c2)cc1` → -47%[20 µM], -1.2, -0.3, -0.73, 1.4, 6%, 21%, 4%, -0.2%, -22%, nt, 5%
Results for `O=C(Cc1ccccc1)N/N=C/c1cccn1-c1ccc([N+](=O)[O-])cc1` → -9%, 0.13, -0.21, 0.14, 0.026, 5%, -8%, -2%, -0.3%, -5%, 1.6%, -3%
Results for `CN(Cc1ccc(C(F)(F)F)cc1)C(=O)c1ccc2ccccc2n1` → -31%, nt, nt, nt, nt, nt, 34%, nt, -0.2%, 0%, -2.6%, -4%
Results for `Cc1ccc(COC(=O)c2ccc3c(c2)C(=O)N(CCCN2CCOCC2)C3=O)cc1` → 14%, -0.79, -0.34, -0.89, 0.7, -8%, -11%, 2%, 1.2%, -50%, -0.3%, 6%
Results for `Cc1ccc(/C=C/C(=O)O)cc1S(=O)(=O)Nc1ccccc1C(=O)O` → -7%, 0.96, -0.25, 0.93, -1.4, 19%, 18%, 15%, -0.1%, -36%, 3.9%, 16%

(more compounds)
Each structure is followed by: KOR beta-arrestin-1	Dynein transport	Dynein transport cytoplasmic EGFP	Dynein transport nuclear GR-EGFP	Dynein transport cell count	P. falciparum M1AAP	HEK293 NOD2/NF-kB	P. falciparum M17LAP	GPR55 activation	NOD1 inhibition	KOR beta-arrestin-2	AID2073
Cc1cc(SCC(=O)NC2CCCCC2)nc2ccccc12
 : -17%	nt	nt	nt	nt	nt	-3%	nt	-0.2%	-16%	0.1%	14%
COC(=O)/C(C#N)=C/c1ccc(N2CCOCC2)c([N+](=O)[O-])c1
 : 2%	-0.78	-0.24	-0.44	-0.23	7%	2%	17%	-0.4%	0%	-1.8%	-19%
CCOC(=O)/C(O)=C(\C#N)c1nc2ccccc2[nH]1
 : 15%	0.75	-0.3	0.64	0.11	1%	17%	1%	-0.3%	-14%	-3.5%	18%
Cc1cc(=O)[nH]c(NCCO)n1
 : -31%	-0.34	-0.36	-0.6	-0.12	0%	-17%	0%	0.1%	-29%	2.1%	-3%
Cc1ccc(CN2CC(C(=O)Nc3ccc(S(=O)(=O)N4CCCCC4)cc3)CC2=O)cc1 (stereo not drawn)
 : -14%	nt	nt	nt	nt	nt	6%	nt	-0.1%	-23%	5.5%	-1%
Brc1ccc2[nH]c3c(N4CCc5ccccc5C4)ncnc3c2c1
 : 8%	-0.57	-0.19	-0.09	0.53	1%	44%	13%	0.0%	-5%	-3.5%	8%
